Screening data as filed in PubChem.
MPTP inh: blocks calcium-induced mitochondrial swelling; isolated mouse mitochondria, Ca2+ swelling absorbance, 30 min; inhibition, % at 10 µM; AID 602449; 360,000 compounds, 1.4% hits;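 active means inhibition of 50% or more, scaled per plate between neutral and stimulator controls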;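 further: 0% = DMSO wells given calcium and 100% = 1 mM EGTA wells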
SENP6 block: inhibitors of human SENP6 protease. Q9GZR1. Recombinant SENP6 catalytic domain, aminoluciferin luminescence. inhibition, % at 10 µM. 330,000 compounds, 1.8% hits;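 active means inhibition above about 50% at the single tested dose, limit read from the data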;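 further: plate controls were DMSO wells with enzyme for no effect and DMSO wells lacking enzyme for full effect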
Target sequence (Q9GZR1 628-1112 limits assumed): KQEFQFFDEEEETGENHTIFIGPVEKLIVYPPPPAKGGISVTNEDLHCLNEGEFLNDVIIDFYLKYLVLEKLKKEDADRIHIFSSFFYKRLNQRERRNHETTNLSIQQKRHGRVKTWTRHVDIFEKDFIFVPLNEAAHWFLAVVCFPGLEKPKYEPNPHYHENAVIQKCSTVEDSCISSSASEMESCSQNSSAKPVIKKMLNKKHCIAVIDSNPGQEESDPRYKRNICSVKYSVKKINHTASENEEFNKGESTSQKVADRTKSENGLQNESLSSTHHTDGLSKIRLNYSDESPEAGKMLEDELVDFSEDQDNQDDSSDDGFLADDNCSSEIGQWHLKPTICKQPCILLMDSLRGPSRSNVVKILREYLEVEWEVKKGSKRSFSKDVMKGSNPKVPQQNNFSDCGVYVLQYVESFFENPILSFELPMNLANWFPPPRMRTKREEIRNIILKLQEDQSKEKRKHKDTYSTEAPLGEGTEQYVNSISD
ATG4B inh: inhibitors of human ATG4B cysteine protease. Q9Y4P1. ATG4B cleavage of LC3-PLA2, NBD-HPC fluorescence, 1 h. inhibition, % at 8.33 µM. 340,000 compounds, 0.51% hits; in the data active means inhibition above about 40%
SENP1 FRET inh: SENP1 (human) catalytic domain inhibition | Q9P0U3 | recombinant SENP1 catalytic domain, CyPet-SUMO1-YPet FRET cleavage | inhibition, % at 10 µM | 360,000 compounds, 0.21% hits | AID 624204;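 active means inhibition at least 30% at 10 µM, raw YFP signal under a set limit, fluorescence ratio 0.5 to 1.5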;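 further: 0% = enzyme with DMSO and 100% = no enzyme wells; some results filed as inactive read as strong as hits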
Target sequence (Q9P0U3 419-644 limits assumed): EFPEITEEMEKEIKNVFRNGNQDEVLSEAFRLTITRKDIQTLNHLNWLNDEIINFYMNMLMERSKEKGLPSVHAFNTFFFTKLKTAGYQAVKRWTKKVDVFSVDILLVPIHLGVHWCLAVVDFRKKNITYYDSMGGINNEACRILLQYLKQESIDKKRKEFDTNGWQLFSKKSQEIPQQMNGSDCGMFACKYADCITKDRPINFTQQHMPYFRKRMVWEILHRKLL
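Assay system: hSENP1 catalytic domain, recombinant. Amount: SENP1 enzyme, 20 pM final. Schedule: 50 min reaction, RT, dark. Technique: FRET, CFP and YFP emission. Control set: no-enzyme wells low, DMSO-plus-enzyme wells high control.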
SENP8 block: inhibitors of human SENP8 protease. Q96LD8. recombinant SENP8, Nedd8 substrate fluorescence. inhibition, % at 20 µM. 360,000 compounds, 0.64% hits. AID 602440; in the data active means inhibition mostly above about 40%, no sharp cut-off; inactive means mostly below about 27%
Target sequence (Q96LD8 whole entry, looked up): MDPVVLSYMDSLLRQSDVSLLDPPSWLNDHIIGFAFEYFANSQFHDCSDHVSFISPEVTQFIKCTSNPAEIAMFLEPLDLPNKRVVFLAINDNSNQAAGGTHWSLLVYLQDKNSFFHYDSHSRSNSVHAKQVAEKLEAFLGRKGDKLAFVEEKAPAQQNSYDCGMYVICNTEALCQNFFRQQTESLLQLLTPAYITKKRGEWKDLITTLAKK
PfGluPho inh: PfG6PD (Plasmodium falciparum) enzyme inhibition; PfGluPho enzyme, NADPH resazurin-diaphorase fluorescence; inhibition, % at 20 µM; 350,000 compounds, 0.78% hits; AID 504690;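 active means inhibition reaching at least a set limit at 20 µM in the primary screen, cut at about 59% in these data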;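 further: 0% = DMSO wells with substrate and 100% = DMSO wells lacking glucose-6-phosphate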
hIAP act: increases human intestinal alkaline phosphatase activity. activation factor at 10 µM. purified human IAP, CDP-Star luminescence, 30 min; active compounds read high; 1 = vehicle-only enzyme, 0 = enzyme-free background. P09923. 330,000 compounds, 0.16% hits;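 active means activation factor of the enzyme at least 2-fold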; further: the source names both 10 and 20 µM as test concentration; values of inactives mirror those of a sister screen read the other way
NR3A LBD binder: NR3A (human) ligand-binding domain modulation | 340,000 compounds, 2.5% hits | Tm shift relative to glycine control, % at 25 µM | NR3A LBD differential scanning fluorimetry, Tm shift; 0% = protein alone, 100% = glycine-bound protein;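 active means melting temperature shift of at least 10% of the positive control shift, at one fixed dose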
* = called active by the depositor; . = no result given.

1) CCN(Cc1ccncc1)C(=O)c1ccccc1NS(=O)(=O)c1ccc(Br)cc1
2) COc1ccc(NC(=O)N(C)C[C@H]2Oc3ccc(NC(=O)Cc4ccccc4)cc3CC(=O)N([C@H](C)CO)C[C@H]2C)cc1
3) CC(=O)c1cccc(Nc2nc(=O)c3cccnc3s2)c1
4) CCN(CC)C(=O)Cn1nc(-c2ccccc2O)nc1SCC(=O)Nc1ccc(OC)cc1
5) CC(=O)c1ccc(-c2nc3c4ccccc4ccn3c2C(C)=O)o1
6) CCOc1ccc(S(=O)(=O)NC(C)C(=O)NCc2ccncc2)cc1 (stereo not given)
7) CC(C)N(C(=O)CN1C(=O)NC(c2ccccc2)(c2ccccc2)C1=O)C(C)C
8) CC(C)Cc1nc(C#N)c(N2CCC(C(N)=O)CC2)o1

Compound,1,2,3,4,5,6,7,8
hIAP act,1.1,1.1,0.94,0.77,1.1,0.99,0.98,1.1
SENP1 FRET inh,0,1,2,-1,2,0,2,-1
SENP8 block,6,14,9,21,-365,19,1,11
SENP6 block,-14,15,-7,8,-1,-8,-25,-33
MPTP inh,4.6,-0.8,-1.4,0.1,0.5,0.1,1.4,-0.2
PfGluPho inh,-2,-3,11,17,13,-5,21,4
ATG4B inh,-5,-9,-6,-2,-6,-8,-14,12
NR3A LBD binder,0,-1,1,-1,4,2,0,0

9) Cc1ccccc1OCCC(=O)OCC(=O)NCCNC(=O)COC(=O)CCOc1ccccc1C
10) CS(=O)(=O)N(CCc1ccccc1)CC(=O)NCc1ccccn1
11) Cc1ccc(C(=O)O/N=C2\CCSc3ccc(C)cc32)cc1
12) CCOC(=O)n1ccc(C(=O)Nc2ccccc2F)n1
13) O=C(COC(=O)COc1ccccc1F)NCc1ccco1
14) CN(c1ccccc1)S(=O)(=O)c1ccc(Cl)c(C(=O)OCC(=O)NCc2ccco2)c1
15) CCOc1cc(/C=N/NC(=O)c2cccc([N+](=O)[O-])c2)ccc1OS(=O)(=O)c1ccccc1
16) COc1ccc(C(NCC(=O)Nc2c(C)cccc2C)c2ccccc2)cc1 (stereo not given)

Compound,9,10,11,12,13,14,15,16
hIAP act,1.2,1,0.92,1.1,1.1,0.99,1.1,1.1
SENP1 FRET inh,-1,0,5,2,0,-2,0,1
SENP8 block,11,18,-43,21,1,-5,7,7
SENP6 block,-9,0,0,0,-4,-17,-6,-4
MPTP inh,0.7,-1.2,1.4,-0.7,-1.3,4.0,20,1.2
PfGluPho inh,8,-6,17,13,3,14,5,-5
ATG4B inh,-18,-9,1,3,-4,-7,-23,7
NR3A LBD binder,-3,-1,2,1,4,4,1,4

17) O=C(COC(=O)c1c2c(nc3ccccc13)CCCC2)c1ccc(Br)s1
18) Cc1ccc(-c2csc(/C(C#N)=C/Nc3ccccc3SC(F)(F)F)n2)cc1
19) N#Cc1c(NC(=O)CN2C(=O)c3ccccc3C2=O)oc(-c2ccccc2)c1-c1ccccc1
20) O=C(COC(=O)CCS(=O)(=O)c1ccccc1)Nc1ccc(N2CCCCC2)cc1
21) CC1(C)Cc2c(sc3[nH]c(=S)n(Cc4ccco4)c(=O)c23)CO1
22) COc1ccc(S(=O)(=O)N2CCCCCC2)cc1C(=O)N(CC(C)C)C1CCS(=O)(=O)C1 (stereo not given)
23) COc1c(Cl)c(=O)oc2ccc(Cl)cc12
24) COc1ccc(CCNC(=O)c2cnn3cccnc23)cc1OC

Compound,17,18,19,20,21,22,23,24
hIAP act,0.83,1,1.1,0.96,0.9,1.1,.,1
SENP1 FRET inh,1,2,2,2,0,0,2,0
SENP8 block,10,14,-9,13,-38,21,-94,-9
SENP6 block,-22,4,-14,-17,-19,-31,.,-12
MPTP inh,2.6,1.8,-1.4,-1.9,2.0,2.0,-2.7,-1.4
PfGluPho inh,-10,3,-36,-2,2,-2,-16,-8
ATG4B inh,8,-14,27,7,-9,-7,.,-10
NR3A LBD binder,-5,-1,17*,-5,2,1,.,0

25) CC(=O)Nc1ccc(Br)c(Cl)c1
26) CC1CCCC(C)N1/N=C/c1ccccc1OC(F)F (stereo not given)
27) COC(=O)[C@@]12CCCN1[C@H](c1ccc(-c3ccccc3)cc1)[C@@H]1C(=O)N(C)C(=O)[C@@H]12
28) CCCCCn1c(=O)[nH]c2cc(C(=O)NCCc3ccc(OC)c(OC)c3)ccc2c1=O
29) Nn1c(SCC(=O)N2CCCc3ccccc32)nncc1=O
30) CC(C)OC(=O)c1cc2ccccc2oc1=O
31) O=C(c1ccc(CS(=O)c2ccc(Br)cc2)o1)N1CCN(C2CCCCC2)CC1 (stereo not given)
32) Cc1cc2ccccc2n1CCNC(=O)C1CCCC1

Compound,25,26,27,28,29,30,31,32
hIAP act,1,0.89,1.1,0.88,1,0.95,.,1.1
SENP1 FRET inh,2,3,0,-1,-1,1,1,-29
SENP8 block,23,-2,-16,-25,18,-93,11,-52
SENP6 block,-20,-16,-6,-10,3,-7,.,-3
MPTP inh,1.4,0.5,0.1,1.6,-3.9,-0.2,0.3,0.0
PfGluPho inh,3,15,9,-6,3,6,-5,10
ATG4B inh,-3,-6,-10,1,-4,5,.,-8
NR3A LBD binder,1,0,2,-1,1,-2,.,2

Molecules shown so far containing an NH in an aromatic ring (2):
21) CC1(C)Cc2c(sc3[nH]c(=S)n(Cc4ccco4)c(=O)c23)CO1
28) CCCCCn1c(=O)[nH]c2cc(C(=O)NCCc3ccc(OC)c(OC)c3)ccc2c1=O

Compound,21,28
hIAP act,0.9,0.88
SENP1 FRET inh,0,-1
SENP8 block,-38,-25
SENP6 block,-19,-10
MPTP inh,2.0,1.6
PfGluPho inh,2,-6
ATG4B inh,-9,1
NR3A LBD binder,2,-1

Remaining list, next part.
33) COc1ccc(C2C3=C(CC(C)(C)CC3=O)Nc3nc(C)nn32)cc1OC (stereo not given)
34) CC(C)c1ccc(C2NC(=S)NC3=C2C(=O)CCC3)cc1 (stereo not given)
35) Clc1ccc(CN2CCSCC2)cc1Cl
36) N=c1c2c(-c3ccccc3)c(-c3ccccc3)n(Cc3ccco3)c2ncn1CCO
37) NC(=O)CN1C(=O)NC2(CCCc3sccc32)C1=O (stereo not given)
38) Cc1cc(Oc2ccc(OCC(N)=O)nn2)nc(Cl)n1
39) COC(=O)c1ccccc1NC(=O)CNC(=O)c1ccc(OC)c(OC)c1
40) CCOC(=O)N1CCC(=NNC(=O)COc2ccc(OC)cc2)CC1

Compound,33,34,35,36,37,38,39,40
hIAP act,0.92,1.3,0.98,0.96,0.99,0.87,0.97,1.1
SENP1 FRET inh,1,0,2,-3,1,2,0,2
SENP8 block,-68,-1,4,1,4,7,19,13
SENP6 block,0,-3,3,-14,-21,-14,0,-22
MPTP inh,0.6,1.3,-0.3,81*,-1.7,-0.6,-3.4,0.5
PfGluPho inh,-3,7,0,12,10,-6,-8,-1
ATG4B inh,2,-4,3,-3,-2,-3,7,-6
NR3A LBD binder,1,-16,3,-2,1,1,-1,0

In the list so far, four contain fluorine:
12) CCOC(=O)n1ccc(C(=O)Nc2ccccc2F)n1
13) O=C(COC(=O)COc1ccccc1F)NCc1ccco1
18) Cc1ccc(-c2csc(/C(C#N)=C/Nc3ccccc3SC(F)(F)F)n2)cc1
26) CC1CCCC(C)N1/N=C/c1ccccc1OC(F)F (stereo not given)

Compound,12,13,18,26
hIAP act,1.1,1.1,1,0.89
SENP1 FRET inh,2,0,2,3
SENP8 block,21,1,14,-2
SENP6 block,0,-4,4,-16
MPTP inh,-0.7,-1.3,1.8,0.5
PfGluPho inh,13,3,3,15
ATG4B inh,3,-4,-14,-6
NR3A LBD binder,1,4,-1,0

(next part)
41) O=C(O)CC(NS(=O)(=O)Cc1ccccc1)c1cccc([N+](=O)[O-])c1 (stereo not given)
42) Cn1c(=O)oc2cc(S(=O)(=O)N3CCCC(C(=O)NCCN4CCOCC4)C3)ccc21 (stereo not given)
43) Cc1ccc(-n2c(CSc3nc(C)cc(C)n3)nnc2SCC(=O)N2CCCC2)cc1
44) CC(C)(C)c1sc(N)nc1-c1ccccc1
45) Cc1ccccc1NS(=O)(=O)c1ccc(OCC(=O)N2CCCC2)cc1
46) COC(=O)c1cc(NS(=O)(=O)c2ccc(N3CCOCC3)c(NC(C)=O)c2)cc(C(=O)OC)c1
47) O=C(Nc1ccncc1)c1ccc(Cl)c(S(=O)(=O)N2CCCC2)c1
48) CC(C)(C)C(=O)Nc1nc(=S)ss1

Compound,41,42,43,44,45,46,47,48
hIAP act,1.1,1,0.92,1.1,1.2,0.89,1,0.78
SENP1 FRET inh,0,-1,1,0,0,-1,2,0
SENP8 block,5,21,10,8,17,-15,7,24
SENP6 block,6,5,-13,9,-8,-4,-12,-13
MPTP inh,0.2,-0.7,2.8,-0.5,1.8,0.1,2.1,4.1
PfGluPho inh,-14,-11,0,-6,-14,1,3,56
ATG4B inh,13,0,-3,11,5,-2,-5,2
NR3A LBD binder,-1,-2,-1,-1,-2,-3,-1,-8

49) Nc1c(C(=O)NC23CC4CC(CC(C4)C2)C3)sc2nc3c(c(C(F)(F)F)c12)CCC3
50) O=C(NCCN1CCOCC1)c1cc(Sc2cccc(Cl)c2)nc2ccccc12
51) O=C(CSc1nnc(-c2ccc(F)cc2)o1)NC1CCCC1
52) CCOC(=O)C1=C(C)NC2(O)c3ccccc3C(=O)C12O (stereo not given)
53) O=C(NCC1CCCCC1)c1cc([N+](=O)[O-])ccc1Cl
54) CC(C)OC(=O)CC(=O)c1sc2nc3c(cc2c1N)CN(C)CC3
55) O=C(N/N=C/c1ccccn1)c1cccc(NC(=O)c2ccccc2Cl)c1
56) N#C/C(C(=O)N1CCCCC1)=C1\Nc2ccccc2S1
57) COC(=O)c1cc(C(=O)c2cc(F)ccc2O)cn2c(=O)c3c(C)c(C)sc3nc12
58) O=C(CC1S/C(=N/N=C/C=C/c2ccccc2)NC1=O)Nc1ccc(C(=O)O)cc1 (stereo not given)

Compound,49,50,51,52,53,54,55,56,57,58
hIAP act,0.87,0.93,0.87,1.1,0.95,1.7,1.2,0.99,0.89,0.92
SENP1 FRET inh,5,0,1,3,0,.,-5,1,-34,1
SENP8 block,-3,-29,3,35,4,.,3,-8,-60,17
SENP6 block,6,17,-8,0,-8,54*,9,26,-6,8
MPTP inh,7.5,0.4,1.0,0.5,-1.1,.,-0.6,0.8,20,-0.3
PfGluPho inh,-4,1,-9,16,-9,47,-2,10,32,-21
ATG4B inh,0,26,-3,-7,-3,-17,-10,0,8,-1
NR3A LBD binder,3,0,-2,1,0,-2,2,-27,2,2
